FEN1 inh = human FEN1 inhibition. Potency, µM (titrated, usually from 114 µM), for the others: at the top dose activity change, negative = inhibition, most hits filed as inhibitors. Recombinant FEN1 flap cleavage, fluorescence, 15 min. P39748. AID 588795. hit rate 0.35% among 390,000; active = well fitted inhibition curve with a large enough effect; inconclusive = small, poorly fitted or top-dose-only effect; inactive = no such curve, though single readings can be large or run the other way; also: nearly all actives have a fitted effect of over 65% in size
Target sequence (P39748 whole entry, looked up): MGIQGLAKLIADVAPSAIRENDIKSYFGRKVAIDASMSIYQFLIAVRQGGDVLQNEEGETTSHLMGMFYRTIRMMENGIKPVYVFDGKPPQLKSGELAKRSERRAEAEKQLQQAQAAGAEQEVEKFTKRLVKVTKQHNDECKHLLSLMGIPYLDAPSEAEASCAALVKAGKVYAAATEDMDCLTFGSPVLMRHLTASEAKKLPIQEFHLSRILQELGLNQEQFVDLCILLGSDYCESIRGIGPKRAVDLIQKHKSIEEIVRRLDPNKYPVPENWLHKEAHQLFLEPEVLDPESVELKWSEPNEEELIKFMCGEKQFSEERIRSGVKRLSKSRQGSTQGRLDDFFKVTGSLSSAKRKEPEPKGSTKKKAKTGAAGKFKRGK
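FEN1 at 10 nM preincubated with compounds 15 min at room temperature, then flap DNA substrate added at 50 nM final. Signal read at 0 and 15 min; concentration-response fitted with four-parameter Hill equation.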
Numbers without * were called inactive; ? = inconclusive; & = joins results of further samples. % is scaled to controls: 0 for no effect and ±100 for the full control effect; potency is read from the fitted curve at half-maximal effect.

SMILES	FEN1 inh
CCn1cc(C(=O)Nc2ccc(Cl)cc2Cl)cn1	-8%
O=C(O)C(F)=C(c1ccccc1)c1ccccc1	18%
CCOc1ccc(NC(=O)CN(C)C(=O)c2ccc(OCC(=O)N3CCOCC3)c(OC)c2)cc1OCC	7%
O=C(O)c1cccnc1C(=O)c1ccccc1	0%
COc1ccccc1C=NN=C(N)C(N)=NN=Cc1ccccc1OC	6%
Cc1ccc(CNC(=O)C(=O)NCCCn2ccnc2)cc1	-2%
O=c1cc2c(c(-c3ccccc3)n1Cc1ccccc1)[C@@H](CCO)NC2	6%
COc1ccc(C(=O)C[n+]2cc(Br)cc(Br)c2)cc1	?
O=Cc1ccc(F)c([B-](F)(F)F)c1	-13%
Fc1ccc(OCCOCCN2CCCC2)cc1	-2%
COc1cccc(/C=N/NC(=O)C(=O)N2CCCC2)c1	-10%
N#Cc1cccc(S(=O)(=O)N2CCN(c3nc(-c4cccs4)nc4ccccc34)CC2)c1	16%
O=C(CSc1nc2ccccc2c(=O)n1-c1ccccc1)c1cccc([N+](=O)[O-])c1	-12%
CCOC(=O)C1=CN(Cc2ccccc2)CCC1=O	-14%
Cc1nn(-c2ccc(Cl)cc2)c(Cl)c1/C=N/NC(=O)c1ccc(NS(=O)(=O)c2cccs2)cc1	-24%
Cc1ccc2[nH]c(=O)c(CN(Cc3ccco3)Cc3nnnn3Cc3ccco3)cc2c1	-9%
O=c1c2ccccc2sn1-c1ccc(Cl)c(S(=O)(=O)N2CCOCC2)c1	?
COC(=O)c1cncn1Cc1ccccc1	-2%
COC(=O)C[C@H]1c2cc(C(F)(F)F)ccc2S(=O)(=O)N1Cc1ccccc1	-2%&10%
O=C(CCCOc1ccccc1)Nc1ccc(Br)cc1	5%
COC1=C(N)C(=O)c2nc(C)ccc2C1=O	?
CC1CCc2cc(F)cc3c2N1C(=O)C(C(=O)Nc1cnccn1)C3=O (stereo unspecified)	-7%
CN(C)c1ccc(/C=C/c2ccnc3ccc4ccccc4c23)cc1	11µM*
CCN1C[C@@H]2[C@@H]3C(=O)N(C)C(=O)[C@@H]3[C@](C)(C1=O)N2C(=O)c1ccc(Cl)cc1	-1%
CCC(C)n1c(SCC(=O)N(CC)c2c(N)n(Cc3ccccc3)c(=O)[nH]c2=O)nc2ccccc2c1=O (stereo unspecified)	-8%

Reformatted as labelled records: 4 of the compounds above.
O=Cc1ccc(F)c([B-](F)(F)F)c1
  FEN1 inh: -13%
CN(C)c1ccc(/C=C/c2ccnc3ccc4ccccc4c23)cc1
  FEN1 inh: 11µM*
CCOC(=O)C1=CN(Cc2ccccc2)CCC1=O
  FEN1 inh: -14%
O=C(O)c1cccnc1C(=O)c1ccccc1
  FEN1 inh: 0%

Random excerpt: six records from the list, in no set order.
SMILES	FEN1 inh
Cc1ccc2[nH]c(=O)c(CN(Cc3ccco3)Cc3nnnn3Cc3ccco3)cc2c1	-9%
COc1ccccc1C=NN=C(N)C(N)=NN=Cc1ccccc1OC	6%
O=C(O)c1cccnc1C(=O)c1ccccc1	0%
O=C(O)C(F)=C(c1ccccc1)c1ccccc1	18%
COC(=O)c1cncn1Cc1ccccc1	-2%
Cc1nn(-c2ccc(Cl)cc2)c(Cl)c1/C=N/NC(=O)c1ccc(NS(=O)(=O)c2cccs2)cc1	-24%

The list continues:
SMILES	FEN1 inh
CCOc1ccc(OCCC(=O)OCC(=O)N(CC)c2c(N)n(Cc3ccccc3)c(=O)[nH]c2=O)cc1	-6%
CC1CN(Cc2ccco2)C(=S)NC1=O (stereo unspecified)	0%
CC(=O)Oc1ccc2cc(-c3cccnc3)c(=O)oc2c1	-6%
C[C@@H]1CCC[C@@]2(O[C@@H](CCO)C[C@H](O)[C@H]2O)O1	-4%
Nc1ccc(/C=C2\C=Cc3ccccc32)cc1	-22%
COc1ccc(-c2csc(NC(C)c3nc4cc(C(F)(F)F)ccc4n3CCOCCO)n2)cc1 (stereo unspecified)	-2%
O=C(COC(=O)c1cccc(Cl)c1)Nc1cc(S(=O)(=O)N2CCOCC2)ccc1N1CCOCC1	-1%
Cc1cc(C)c(NC(=O)CSc2nc3ccc(NC(=O)CSc4nnnn4Cc4ccccc4)cc3s2)c(C)c1	-9%
O=C(CC(=O)OCc1ccccc1)OCc1ccccc1	24%
O=C(Cc1ccc(NC(=O)C2CCN(C(=O)C3CC3)CC2)cc1)Nc1cccc(C(=O)N2CCCC2)c1	-10%
CN(C)c1ccc(CNCc2cccnc2)cc1	-10%
O=C(COC(=O)C12CC3CC(CC(C3)C1)C2)NCC1CCCO1 (stereo unspecified)	12%
COC(=O)C1=C(C(=O)OC)[C@@H]2N(Cc3ccccc3)c3ccccc3[C@@]23C[C@@H](C(=O)OC)N(C(=O)NC(C)(C)C)C3=N1	-13%
O=C(CSc1ncnc2c1oc1ccccc12)Nc1ccc2c(c1)OCCO2	0%
N#CCCN(C(=O)COC(=O)c1cccc(S(=O)(=O)N2CCCCCC2)c1)c1ccc(F)cc1	-15%
CCCCn1c(N)c(N(CC(C)C)C(=O)CN2C(=O)NC3(CCC(C(C)(C)CC)CC3)C2=O)c(=O)[nH]c1=O (stereo unspecified)	9%
CN(C)C(=O)c1ccc(/C=C/c2ccnc3ccccc23)cc1	-5%
O=C1c2ccccc2C(=O)N1CCCn1c2ccc(Cl)cc2c2nc3ccccc3nc21	-6%
COc1ccc(CNC(=O)[C@@H]2CC=C[C@@H]3CCN(Cc4ccc(OC)c(OC)c4)C(=O)[C@@H]32)cc1	16%
Cc1ccc(C)c2c(C)ccnc12	12%
C=C(C)CN=CC1(C)CCC(C)=CO1 (stereo unspecified)	-1%
CCC1CC(=O)CCN1S(=O)(=O)c1ccc(C)cc1 (stereo unspecified)	-4%
COc1ccc(CC(=O)N(C)Cc2ccc(OC(F)F)cc2)cc1S(=O)(=O)N1CCOCC1	3%
Cc1cc(C)c(NS(=O)(=O)c2ccccc2)c(C)c1	-13%
Cc1ccnc2c([N+](=O)[O-])cccc12	-15%
SMILES	FEN1 inh
Nc1nc(N)c(N=Nc2ccccc2)c(=O)[nH]1	5%
Cc1ccc(S(=O)(=O)NC(=S)c2ccccc2)cc1	15%
CC(C)(C)CN1C(=O)C(=O)NC[C@@H]1CCCCN	10%
COc1ccc2nc(-c3ccccc3)[nH]c(=O)c2c1	-9%
CC(CCC(C)[n+]1cccc(C#N)c1)[n+]1cccc(C#N)c1 (stereo unspecified)	-9%
S=C1NCCN1CC1CCN(CCCC2CCCC2)CC1	0%
Cc1ccc2nc(-c3ccc(N=Nc4cc(S(=O)(=O)O)c5ccccc5c4O)cc3)sc2c1S(=O)(=O)O	7.1µM*
CCN(C(=O)COC(=O)C(c1ccccc1)c1ccccc1)c1c(N)n(Cc2ccccc2)c(=O)[nH]c1=O	-2%
COc1ccc(-c2nc3c(s2)CCc2onc(-c4ccc(Br)cc4)c2-3)cc1	1%
Cc1ccc([C@H]2C(C(=O)O)=CC[C@@H](c3cccc(Cl)c3)N2S(=O)(=O)c2ccc(C)cc2)cc1	-6%
Cc1ccc(S(=O)(=O)N2CCC(C(=O)N3CCCCCCC3)CC2)cc1	-14%
CC(=Nc1ccccc1)C1=C(O)C(Cc2ccccc2)NC1=O (stereo unspecified)	4%
CC(/C=C/c1ccc(O)cc1)=NNc1ccccc1	-4%
O=S(=O)(O)c1ccc(Cl)c(Cl)c1	-6%
COC(C[C@H]1O[C@H]1C(=O)[C@H](C)OCc1ccccc1)OC	4%
O=C(C[n+]1ccccc1Br)c1ccc(-c2ccccc2)cc1	-13%
CSc1ncnc2[nH]ncc12	-12%
CC(=O)Nc1ccc(/C=C/c2ccnc3ccccc23)cc1[N+](=O)[O-]	-22%
COc1ccc(CC(=O)N/N=C(\C)c2ccc(Br)s2)cc1	13%
CC1CCCCN1N=Nc1nc2c([nH]1)c(=O)n(C)c(=O)n2C (stereo unspecified)	-8%
Cc1ccc(C(C)C)c(OCC(=O)c2c(O)c3ccccc3oc2=O)c1	-5%
O=C(O)CN1C(=O)S/C(=C\c2ccc3c(c2)OCO3)C1=O	-1%
CCCCN(Cc1cc2cc(OC)ccc2[nH]c1=O)C(=O)COc1ccccc1	-3%
C=CS(=O)(=O)N(Cc1ccccc1Br)[C@H](CO)CC(C)C	-17%&-1%
O=c1ccc(=O)n(CCc2ccccn2)[nH]1	16%

Molecules above that contain a furan ring, fused or not:
SMILES	FEN1 inh
Cc1ccc2[nH]c(=O)c(CN(Cc3ccco3)Cc3nnnn3Cc3ccco3)cc2c1	-9%
CC1CN(Cc2ccco2)C(=S)NC1=O (stereo unspecified)	0%
O=C(CSc1ncnc2c1oc1ccccc12)Nc1ccc2c(c1)OCCO2	0%

Continuation:
SMILES	FEN1 inh
CSCCC(NC(=O)c1cc(S(=O)(=O)N2CCOCC2)ccc1C)c1nc2ccccc2[nH]1 (stereo unspecified)	18%
O=C1[C@H](Cc2ccccc2)NCC=CC[C@@H](c2ccc(Cl)cc2)N1Cc1ccccc1	?
CC(C)(C)c1ccc(OCCCCCCN2CCNCC2)cc1	-7%
Cc1cc(C=O)c(C)c2c1[nH]c1ccccc12	-2%
O=C(c1ccco1)N1CCN(C(=O)c2cc(-c3ccncc3)nc3ccc(Br)cc23)CC1	-2%
CCc1nnc(NS(=O)(=O)c2ccc(NC(=O)c3cccc(OC(F)(F)C(F)F)c3)cc2)s1	-2%
Cn1c(C(c2cc3ccccc3n2C)c2cc3ccccc3n2C)cc2ccccc21	-5%
COc1ccc(CCNc2ncnc3nc[nH]c23)cc1	-2%
CN(C)c1ccc(/C=C/c2sc3ccccc3[n+]2CCCCI)cc1	?
Cc1ccc(S(=O)(=O)NC2CC3CCC2C3)cc1 (stereo unspecified)	-6%
Cc1cc([N+](=O)[O-])ccc1P(=O)(O)c1ccc([N+](=O)[O-])cc1C	0%
O=c1onc(-c2ccccc2)n1-c1cc(Cl)cc(Cl)c1	4%
CN(CCc1ccccc1)C(=O)c1ccc(NC(=O)Cc2ccc(NC(=O)C3CCN(C(=O)C4CCC4)CC3)cc2)cc1	-5%
C[C@]12C(=O)N(c3ccc(Cl)cc3)C(=O)N1[C@@H]1c3ccccc3OC[C@@H]1[C@H]2c1ccccc1	8%
CN(C)S(=O)(=O)N1CCC(Oc2ccc(C(=O)N3C[C@@H]4CCC[C@H]3C4)cc2)CC1	11%
c1ccc(Nc2nc(Nc3ccccc3)nc(-n3cccn3)n2)cc1	-10%
Cn1nc(-c2ccc(F)cc2)nc2c(=O)n(C)c(=O)nc1-2	-15%
COc1ccc(OC)c(/C=N\Nc2nccs2)c1	-7%
CC[C@H](C)/C=C/C1=CC2=C(Cl)C(=O)[C@@]3(C)OC(=O)C(C(=O)[C@H](C)[C@@H](C)O)=C3C2=CO1	?
O=C1C(=O)C(c2ccc(O)cc2O)Oc2cc(O)cc(O)c21 (stereo unspecified)	20µM*
CCOc1cc(C)nc(N2CCC(C(=O)NCC3CCCO3)CC2)n1 (stereo unspecified)	11%
O=C(Cn1cc([N+](=O)[O-])cn1)NCc1ccccc1Cl	-4%
CCNc1nc(C#N)nc(NCC)n1	-5%
COc1ccc(-n2c(SCC(=O)Nc3nccs3)nnc2-c2ccc(Cl)cc2)cc1	17%
C1=CN2CC=Cc3cc(/C=C/c4ccnc5ccccc45)cc(c32)C1	?
SMILES	FEN1 inh
COc1cc(CC(CC(=O)c2ccc3c(c2)OCO3)C(=O)O)cc(OC)c1OC (stereo unspecified)	-15%
OCC1OC2C(NC(=S)N2c2ccccc2)C(O)C1O (stereo unspecified)	5%
O=C(NN=Cc1cc(Cl)ccc1[N+](=O)[O-])c1ccco1	0%
NC(=O)c1ncn([C@@H]2O[C@H](CN=C3NS(=O)(=O)c4ccccc43)[C@@H](O)[C@H]2O)n1	1%
C=C1C=C(C(F)F)n2ncc(C(=O)N3CCc4ccccc4C3)c2N1	-2%
Cc1ccc(NC(=O)c2ncn(CCCNCCCN(C)C)n2)cc1C	-1%
CCOc1ccc(NC(=O)N(O)C2(C#N)CCCCC2)cc1	-1%
O=C(O)c1cn(-c2ccccc2)nc1-c1ccc(Cl)cc1	-6%
Cc1cc(Br)ccc1NC(=O)CN(C)C(=O)C1CCN(C(=O)c2ccc(Cl)cc2)CC1	5%
c1ccc(C[n+]2ccc3ccccc3c2)cc1	0%
CC1=C(C(=O)OCc2ccccc2)C(c2ccc3c(c2)OCO3)NC(=O)N1CCCC(=O)O (stereo unspecified)	-10%
CC(C)=CCc1c(O)cc(O)c2c(=O)c3c(CC=C(C)C)c(O)ccc3oc12	-17%
O=C(O)c1ccc(C(=O)c2cc([N+](=O)[O-])cc([N+](=O)[O-])c2)cc1	13%
COc1cccc(C=NN2CCCCCC2)c1OC	-11%
CCSc1nc2nccnc2c(=O)[nH]1	12%
CCCC(=O)Nc1sc(-c2ccccc2)c(-c2ccccc2)c1C(=O)O	-14%
O=C1NC2CCCCC2C(=O)N1OS(=O)(=O)c1ccccc1 (stereo unspecified)	46%
CC1=C(c2ccccc2)C(O)(c2ccccc2)C(C)C1=O (stereo unspecified)	-16%
O=C(O)CN1C(=O)C2(OCCO2)c2cc(Br)ccc21	0%
COc1ccc2c(c1)OC[C@H]1[C@H]2N2C(=O)CN(Cc3ccccc3)C(=O)[C@@]2(C)[C@H]1c1ccccc1	8%
Cc1cccc(C2NC(=O)c3ccccc3N2)c1 (stereo unspecified)	4%
Cc1sc2ccccc2[n+]1CC(=O)c1ccc(F)cc1	0%
CCC/C(=N/Nc1ccc(Cl)cc1)c1cnnc(-c2ccccc2)n1	-7%
c1ccc(OCCSc2ncnc3nc[nH]c23)cc1	-4%
Cc1sc2ccccc2c1CNC[C@H]1O[C@@H](n2cnc(C(N)=O)n2)[C@H](O)[C@@H]1O	-16%
COC(=O)C[C@H]1c2ccccc2S(=O)(=O)N1c1cccc(OC)c1	0%&14%
CCN(C(=O)COC(=O)c1ccc2[nH]c(C)c(C)c2c1)c1c(N)n(Cc2ccccc2)c(=O)[nH]c1=O	4%
COc1ccc(C2Nc3ccc(NC(C)=O)cc3C(=O)N2Cc2ccccc2)cc1COc1ccc(NC(C)=O)cc1 (stereo unspecified)	3%

A portion of the library, so the mix of outcomes need not match the whole.
